Screens deposited in PubChem BioAssay by several laboratories.
ASAP1 inh – inhibitors of human ASAP1 ArfGAP activity, primary screen, biochemical, fluorescence polarization; 0.19% of 360,000 active; AID 624377, 2012; Arf-GAP with SH3 domain, ANK repeat and PH domain-containing protein 1 (Homo sapiens), …; inhibition, % at 16.5 µM; ASAP1-stimulated ARF1 GTP hydrolysis, GDP FP detection; in the data active means inhibition above about 25%;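 further: 0% = vehicle with enzyme and substrate and 100% = no enzyme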
ARFGAP1 inh – inhibitors of rat ARFGAP1 GAP activity, primary screen, biochemical, fluorescence polarization, GDP tracer; 0.26% of 360,000 active; Arfgap1-stimulated ARF1 GTP hydrolysis, GDP FP detection; ADP-ribosylation factor GTPase-activating protein 1 (Rattus norvegicus), Q62848; inhibition, % at 16.5 µM;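 active means inhibition above a per-plate limit, mean inhibition of low control wells plus 3 SD, cut at about 25% in these data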;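 further: 0% = DMSO wells with enzyme and 100% = wells lacking Arfgap1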
Target sequence (Q62848 1-136 limits assumed): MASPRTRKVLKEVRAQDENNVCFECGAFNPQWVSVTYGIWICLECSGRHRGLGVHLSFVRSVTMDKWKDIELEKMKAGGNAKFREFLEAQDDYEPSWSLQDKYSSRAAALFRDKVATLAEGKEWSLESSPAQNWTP
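Material: rat Arfgap1 GAP domain (His6, aa 1-136), purified enzyme. Also added: human ARF1(Δ1-17)-GTP substrate. Compound dosing: 16.5 µM single point, 1.26% DMSO. Timing: enzyme reaction 120 min at 25 °C after 20 min preincubation. Signal: GDP detection by fluorescence polarization. Read-out basis: percent inhibition of GAP-stimulated GDP formation, scaled between DMSO and no-Arfgap1 medians.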
PG9 Ab binder – binders of HIV-1 gp120 antibody PG9, primary screen, biochemical, TR-FRET; HIV-1 gp120 / PG9 antibody interaction; TR-FRET gp120-PG9 antibody binding; inhibition, % at 6.7 µM; 0.43% of 360,000 active; in the data active means inhibition above about 8.5%
HTRA1 inh – HTRA1 serine protease inhibitors, primary screen, biochemical, fluorescence polarization, HTS; inhibition, % at 5.96 µM; Q92743; 0.5% of 340,000 active; recombinant HTRA1, FP-rhodamine activity-based probe; AID 504803, 2011; in the data active means inhibition above about 36%;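 further: 0% = enzyme with DMSO and 100% = wells lacking enzyme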
Target sequence (Q92743 whole entry, looked up): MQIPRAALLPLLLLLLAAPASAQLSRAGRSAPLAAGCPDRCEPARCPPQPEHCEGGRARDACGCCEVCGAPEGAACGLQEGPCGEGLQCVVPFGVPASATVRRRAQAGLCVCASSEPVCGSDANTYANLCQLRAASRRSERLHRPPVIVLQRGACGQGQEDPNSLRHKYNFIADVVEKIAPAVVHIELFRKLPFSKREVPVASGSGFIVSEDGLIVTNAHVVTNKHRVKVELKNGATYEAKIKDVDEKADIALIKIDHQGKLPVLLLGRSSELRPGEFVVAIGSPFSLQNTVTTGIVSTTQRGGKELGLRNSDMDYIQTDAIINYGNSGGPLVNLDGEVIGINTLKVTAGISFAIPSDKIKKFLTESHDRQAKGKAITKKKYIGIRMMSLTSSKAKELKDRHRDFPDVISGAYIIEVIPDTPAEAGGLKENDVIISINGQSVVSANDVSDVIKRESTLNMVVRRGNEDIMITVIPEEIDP
GC-B act – human GC-B receptor activators, primary screen, HEK293 GC-B cells, cGMP TR-FRET, EC30 CNP; Atrial natriuretic peptide receptor 2 (Homo sapiens), P20594; 0.11% of 370,000 active; activation, % at 10 µM; 0% at EC30 CNP, 100% saturating CNP; AID 1920062, 2024;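 active means activation at 10 µM reaching about 35% in either raw or pattern-adjusted values, limit read from the data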
SMARCA2 act – SMARCA2 (BRM) function activators, primary screen, cell-based, luminescence, high throughput | MG213 cells, MMTV-luciferase reporter, dexamethasone, overnight | 1% of 370,000 active | activation, % at 9.1 µM | AID 652017, 2013; in the data active means activation above about 7.8%;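 further: 0% = vehicle wells and 100% = reference activator wells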
NPR1 activator – GC-A stimulated cGMP production enhancers – HEK293 GC-A cells, cGMP TR-FRET, EC30 ANP, primary screen | activation, % at 10 µM | 0.14% of 370,000 active | Atrial natriuretic peptide receptor 1 (Homo sapiens), P16066 | 0% at EC30 ANP, 100% saturating ANP; in the data active means activation above about 40%
ABHD4 inh – ABHD4 inhibitors, primary screen, biochemical, fluorescence polarization, mouse. inhibition, % at 8.92 µM. (Lyso)-N-acylphosphatidylethanolamine lipase (Mus musculus), Q8VD66. 0.54% of 370,000 active. purified mABHD4, FP-Rh probe fluorescence polarization;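 active means inhibition exceeding the mean over every tested compound plus 3 SD, cut at about 30% in these data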;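 further: 0% = plate median of compound wells and 100% = S159A mutant with DMSO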
Target sequence (Q8VD66 whole entry, looked up): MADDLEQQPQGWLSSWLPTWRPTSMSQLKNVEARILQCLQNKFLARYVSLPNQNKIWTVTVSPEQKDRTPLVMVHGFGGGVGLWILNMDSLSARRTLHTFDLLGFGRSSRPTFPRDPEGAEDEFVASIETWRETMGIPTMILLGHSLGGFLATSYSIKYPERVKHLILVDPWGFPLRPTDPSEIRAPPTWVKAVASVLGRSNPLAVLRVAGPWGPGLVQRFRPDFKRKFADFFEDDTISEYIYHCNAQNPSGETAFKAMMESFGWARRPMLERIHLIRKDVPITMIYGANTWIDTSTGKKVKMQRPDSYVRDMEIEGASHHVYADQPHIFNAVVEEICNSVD
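Assay system: Wild-type mouse ABHD4 protein | Medium: HEPES pH 7.0 buffer, 150 mM NaCl, 0.01% Pluronic F-127 | Incubation: Enzyme–compound pre-incubation 45 min, then probe 60 min, both 25 °C | Technique: Fluorescence polarization with parallel and perpendicular emission, 525/598 nm | Evaluation: % inhibition of FP-Rh probe binding versus controls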
Rev-erbA mod – modulators of Rev-erb alpha DNA binding, primary screen, biochemical, FITC-DNA, fluorescence polarization, uHTS; AID 1259318, 2017; activity, % at 10 µM; Nuclear receptor subfamily 1 group D member 1 (Homo sapiens), P20393; Rev-erbα–FITC-DNA binding, 90 min; 0.79% of 370,000 active;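 active means activity above about 14%, limit read from the data; passing the limit was not always enough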;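 further: 0% = DMSO wells with 35 nM protein and 100% = DMSO wells with 750 nM protein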
rCAG binder – binders of r(CAG) RNA repeats, primary screen, biochemical, fluorescence. r(CAG) RNA repeat, TO-PRO-1 dye displacement fluorescence. inhibition, % at 3 µM. 1.3% of 370,000 active. AID 651821, 2012;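 active means inhibition above the plate cutoff, the mean of all test compounds on that plate plus 3 SD, cut at about 35% in these data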;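 further: 0% = DMSO alone and 100% = 100 µM mitoxantrone as full dye displacement; higher means more dye released from RNA so lower well fluorescence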
Active calls of the source: *; · = not tested or not shown.

Results follow in this order: ASAP1 inh	ARFGAP1 inh	PG9 Ab binder	HTRA1 inh	GC-B act	SMARCA2 act	NPR1 activator	ABHD4 inh	Rev-erbA mod	rCAG binder
1: CNc1nc(-c2ccccc2)nc(-c2ccccc2)c1C#N
    3	8	5.0	-1	-6	1	-1	-2	7	1
2: C=CCn1c(=O)/c(=C/c2ccc(O)cc2)s/c1=C(/C#N)c1nnc2n1CCCCC2
    3	2	-0.3	-11	-5	-1	-2	-15	9	-17
3: O=C(CN(c1ccccc1)S(=O)(=O)c1ccccc1[N+](=O)[O-])NN=C1CCCCCCC1
    6	14	-0.4	-42	3	-2	-1	-17	-2	5
4: COc1nc(/C(N)=N/O)nc(N2CCCCC2)n1
    2	-1	1.8	1	4	1	4	11	-4	-1
5: Cc1ccc2c(c1)C1CS(=O)(=O)N(C3CCCC3)C(=O)N1C2 (centres undefined)
    ·	·	·	·	-3	5	0	5	1	3
6: CC(=O)N1C(=O)NC(c2ccccc2)=C([N+](=O)[O-])C1c1ccccc1 (centres undefined)
    2	5	-0.3	2	4	-2	-4	1	-3	-1
7: Cc1nn(CCC(=O)N2CCN(S(=O)(=O)c3ccc(Cl)cc3)CC2)c(C)c1C
    -10	4	-1.8	5	-6	0	-3	-1	3	0
8: CCOc1[nH]n(-c2ccc(Cl)cc2)c(=O)c1C=NCc1cccnc1
    2	-3	-0.2	1	0	1	2	-5	-8	-2
9: CC(C)OP(=O)(OC(C)C)C(NC(=O)c1ccccc1)C(N)=O (centres undefined)
    5	4	-1.3	-7	-9	-3	1	-1	8	-3
10: NC(=O)[C@@H]1CCCCNc2c(I)cc([N+](=O)[O-])cc2C(=O)N[C@@H](CCC(=O)O)C(=O)N[C@@H](CO)C(=O)N1
    8	-8	-0.1	-6	4	0	3	15	-6	46*

(further entries)
Results follow in this order: ASAP1 inh	ARFGAP1 inh	PG9 Ab binder	HTRA1 inh	GC-B act	SMARCA2 act	NPR1 activator	ABHD4 inh	Rev-erbA mod	rCAG binder
11: Cc1ccccc1OCCC(=O)Nc1ccccc1C(=O)NC1CC1
    -9	-7	2.5	-1	1	-1	3	-1	0	-6
12: COc1cc(NC(=S)Nc2cccc(Cl)c2Cl)c(OC)cc1Cl
    2	1	0.1	-6	-3	1	-10	-6	-4	3
13: CCOC(=O)C1C(=O)N(C(=O)c2cncc(Br)c2)CC1c1ccccc1 (centres undefined)
    -6	11	-3.7	-1	-4	5	-3	1	6	0
14: CC(C)c1onc(C(=O)NC2CCCC2)c1[N+](=O)[O-]
    -2	-6	-1.1	7	-4	-3	-1	-8	2	-2
15: CC(=O)N1N=C(c2c(-c3ccccc3)c3cc(C)ccc3[nH]c2=O)CC1c1ccco1 (centres undefined)
    -4	-5	-1.0	-14	-16	-3	-21	-8	4	2
16: Cc1ccc(S(=O)(=O)N(CC(=O)NCCSc2ccccn2)c2cc(C)cc(C)c2)cc1
    -4	0	0.1	-21	0	0	-9	-11	1	-8
17: O=C1CC(c2ccccc2)CC(O)=C1C=NC1CCCC1 (centres undefined)
    1	3	-0.8	-3	5	1	1	-2	6	-9
18: OCc1nc2ccc(Cl)cc2[nH]1
    -3	-10	1.5	-10	0	-5	3	0	0	0
19: CN(C)C(=C(C#N)C#N)N1CCN(c2ccc(Cl)cc2)CC1
    -6	10	-1.4	3	2	-2	-2	5	-4	-4
20: CCOC(=O)c1cc(CC)sc1NC(=O)COC
    -10	6	-3.8	-9	-3	5	1	-8	1	-4

The results go on.
Results follow in this order: ASAP1 inh	ARFGAP1 inh	PG9 Ab binder	HTRA1 inh	GC-B act	SMARCA2 act	NPR1 activator	ABHD4 inh	Rev-erbA mod	rCAG binder
21: CC1=C(C(=O)Nc2ccccc2)C(c2ccccc2[N+](=O)[O-])NC(=O)N1 (centres undefined)
    6	-4	0.3	8	0	2	-4	3	-1	5
22: CCN(CC)/C(=N/S(=O)(=O)c1ccc(C)cc1)c1ccccc1
    0	2	1.6	-8	7	-4	1	-14	-7	-2
23: OC1(c2cccc(C(F)(F)F)c2)CCN(CCN2CCCCC2)CC1
    0	14	-4.6	11	3	-1	4	3	1	-1
24: CC(=O)c1cn(C)c(=O)n(C)c1=O
    -4	0	0.5	7	-2	-3	4	-5	-3	-4
25: Cc1ccc(NC(=O)Nc2ccon2)cc1
    -12	-8	0.5	3	-2	1	4	10	2	-3
26: Cc1ccc(NC(=O)Nc2cnccn2)cc1Cl
    14	22	-4.0	7	-8	-1	-8	2	1	1
27: O=[N+]([O-])c1cccnc1Sc1ccc(Cl)cc1
    -14	3	1.1	4	4	-2	-4	-2	2	-5
28: CN(C(=O)c1cc(S(=O)(=O)N2CCOCC2)cs1)c1ccccc1
    1	3	-1.1	3	1	-1	-1	-7	-1	-2
29: O=C(CCc1ccccc1)Nc1ccc(S(=O)(=O)N2CCOCC2)cc1
    -19	7	-0.4	-5	-2	-2	5	2	-3	3
30: CCOc1ccc(C(=O)NCC(=O)OCC(=O)NC2CCCC2)cc1
    3	-8	-1.1	-3	1	-1	2	-2	-1	-2

Remaining list, next part
Results follow in this order: ASAP1 inh	ARFGAP1 inh	PG9 Ab binder	HTRA1 inh	GC-B act	SMARCA2 act	NPR1 activator	ABHD4 inh	Rev-erbA mod	rCAG binder
31: O=C(c1ccoc1)N1CCC2(CCCN(Cc3ccc(F)c(F)c3)C2)C1 (centres undefined)
    -9	-1	-2.3	0	-2	-1	0	-1	-1	-3
32: O=[N+]([O-])c1ccc(N/N=C/c2cccs2)nc1
    -7	5	-2.2	-1	-4	5	5	4	5	5
33: COc1cccc(-n2c(C)nc3cc(C(=O)O)ccc32)c1
    6	2	-3.5	-4	·	0	·	-6	·	5
34: OCCN(Cc1ccccc1)CC1CC=CCC1 (centres undefined)
    8	3	-1.3	-4	-4	-3	-2	5	2	-4
35: O=C(Cc1cccc(NC(=O)C2CCCN(C(=O)c3ccccc3)C2)c1)Nc1ccc(C(=O)N2CCOCC2)cc1 (centres undefined)
    7	-10	-1.1	-6	2	0	-2	4	-7	4
36: O=C(NCc1ccc(F)cc1)c1cc2n(n1)C(C(F)(F)F)CC(C1CC1)N2 (centres undefined)
    -9	-2	1.6	-2	7	-4	1	-5	0	-1
37: C[C@H](CO)N1C[C@H](C)[C@@H](CN(C)Cc2ccc(-c3ccccc3)cc2)Oc2c(NS(=O)(=O)c3ccccc3)cccc2C1=O
    -6	8	0.4	-42	-4	1	0	-11	-4	9
38: Cc1csc(NC(=O)Cn2nc(C)c([N+](=O)[O-])c2C)n1
    3	-7	0.6	0	2	-2	4	-6	0	3
39: Cc1ccc(OCCNC(=O)/C=C/c2ccco2)cc1C
    -1	0	-2.2	-17	4	-1	3	0	5	14
40: COc1ccccc1OCCCCCNCCO
    -10	-11	-0.7	0	2	-1	3	0	9	-4

Two compounds picked at random from the list so far, as already listed:
Results follow in this order: ASAP1 inh	ARFGAP1 inh	PG9 Ab binder	HTRA1 inh	GC-B act	SMARCA2 act	NPR1 activator	ABHD4 inh	Rev-erbA mod	rCAG binder
40: COc1ccccc1OCCCCCNCCO
    -10	-11	-0.7	0	2	-1	3	0	9	-4
37: C[C@H](CO)N1C[C@H](C)[C@@H](CN(C)Cc2ccc(-c3ccccc3)cc2)Oc2c(NS(=O)(=O)c3ccccc3)cccc2C1=O
    -6	8	0.4	-42	-4	1	0	-11	-4	9

The list goes on:
Results follow in this order: ASAP1 inh	ARFGAP1 inh	PG9 Ab binder	HTRA1 inh	GC-B act	SMARCA2 act	NPR1 activator	ABHD4 inh	Rev-erbA mod	rCAG binder
41: Cc1nn(C)cc1S(=O)(=O)Nc1ccc2c(c1)OCCO2
    -6	-1	1.8	-7	0	-1	1	3	-1	-1
42: Fc1cc2[nH]cnc2cc1Cl
    4	6	0.8	-2	1	-1	6	-11	2	0
43: Cc1ccc(Cl)cc1NCN1C(=O)c2ccccc2C1=O
    -14	2	1.1	6	0	0	-9	1	3	1
44: CCN(CC)c1ccc(/C=N/NC(=O)Cc2nnc(NC(=O)Nc3ccccc3)s2)cc1
    3	-5	-0.9	8	-2	0	-7	10	4	60*
45: COC(=O)c1nc2ccc(N3CCOCC3)cc2c(C)c1C(=O)OC
    2	-2	-1.9	2	0	1	8	0	-2	-4
46: COc1ccc(NC(=O)CSc2ccccc2)c([N+](=O)[O-])c1
    6	11	0.0	-4	1	8.4*	0	-2	0	-3
47: CC(C)c1ccc(C(=O)CC2(O)C(=O)N(CN3CCOCC3)c3ccccc32)cc1 (centres undefined)
    5	-2	-0.1	-5	-12	1	2	0	-4	-2
48: CCC(C)(C)NC(=O)C(c1cccc(OC)c1)N(C(=O)CNC(=O)c1cccs1)c1cccnc1 (centres undefined)
    14	-2	-1.0	-1	-11	-1	-5	-6	-6	1
49: COc1cc(OC)cc(-c2c(C#Cc3ccsc3)c3cc(-c4ccc(OC)cc4F)ccc3n2C)c1
    9	3	-9.0	2	2	2	2	1	0	4
50: CN(C)c1ccc(NC(=O)Nc2ccc3c(c2)c(=O)n(C)n3Cc2ccc(Cl)cc2)cc1
    -9	6	-1.9	·	0	-2	1	43*	6	10
51: Cc1ccc(S(=O)(=O)N2CCN(C(=O)COC(=O)c3ccccc3OC(F)F)CC2)c(C)c1
    5	0	0.2	-4	5	-4	0	1	-2	-1
52: CC(C)(C)n1ncc2c(=O)n(Cc3cc(F)c(Cl)cc3Cl)cnc21
    3	0	1.0	-1	15	1	17	2	1	-1

SMARCA2 act, what is marked active above.
no. | SMILES | ASAP1 inh | ARFGAP1 inh | PG9 Ab binder | HTRA1 inh | GC-B act | SMARCA2 act | NPR1 activator | ABHD4 inh | Rev-erbA mod
46 | COc1ccc(NC(=O)CSc2ccccc2)c([N+](=O)[O-])c1 | 6 | 11 | 0.0 | -4 | 1 | 8.4* | 0 | -2 | 0
